ALOX12 inh: blocks human arachidonate 12S-lipoxygenase | P18054 | purified 12hLO, xylenol orange hydroperoxide absorbance | Potency, µM (titrated, usually from 108 µM), for inactives: at the highest dose activity change, negative = inhibition, usual class: inhibitors | actives 1.1% (n = 580,000); active means well fitted inhibition curve with a large enough effect; inconclusive means small, poorly fitted or top-dose-only effect, or another doubt; inactive means no such curve, though single readings can be large or run the other way; further: potency means the concentration at half of the fitted maximal effect
Target sequence (P18054 whole entry, looked up): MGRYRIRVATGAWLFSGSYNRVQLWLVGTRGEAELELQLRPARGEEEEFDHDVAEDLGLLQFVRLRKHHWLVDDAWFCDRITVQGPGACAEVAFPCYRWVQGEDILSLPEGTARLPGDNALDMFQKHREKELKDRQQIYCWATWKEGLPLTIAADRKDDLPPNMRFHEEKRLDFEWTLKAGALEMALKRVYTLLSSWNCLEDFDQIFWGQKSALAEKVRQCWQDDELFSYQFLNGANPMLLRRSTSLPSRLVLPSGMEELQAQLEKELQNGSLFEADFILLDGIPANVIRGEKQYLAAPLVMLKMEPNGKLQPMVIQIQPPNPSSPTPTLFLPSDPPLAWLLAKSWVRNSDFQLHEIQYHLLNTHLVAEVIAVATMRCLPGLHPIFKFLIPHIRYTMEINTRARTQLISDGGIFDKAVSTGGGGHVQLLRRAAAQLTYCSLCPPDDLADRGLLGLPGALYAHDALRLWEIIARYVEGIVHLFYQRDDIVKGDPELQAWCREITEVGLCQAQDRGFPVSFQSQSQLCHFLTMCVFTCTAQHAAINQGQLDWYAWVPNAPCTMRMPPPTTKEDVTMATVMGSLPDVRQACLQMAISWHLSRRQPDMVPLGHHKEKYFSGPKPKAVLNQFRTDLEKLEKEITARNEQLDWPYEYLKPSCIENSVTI
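Hydroperoxide product was detected by ferrous iron/xylenol orange as the 573 to 405 nm absorbance ratio. Arachidonic acid at 40 uM (final) was turned over for 30 min at room temperature by 150 nM human 12hLO, pH 7.0 Hepes buffer, after 15 min compound preincubation.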
LDHA block: LDHA (human) enzyme inhibition. P00338. purified LDHA, NADH/diaphorase-resazurin fluorescence; hits give low values. activity change, % (values are at about 110 or 230 µM). actives 0.15% (n = 480,000). AID 1347041; in the data active means activity change below about -30%; inconclusive means mostly about -25% to -30%;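 further: plate controls were DMSO wells for no effect and wells without enzyme for full effect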
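Resorufin fluorescence (ex540/em590), read at 0 and 20 min after diaphorase/resazurin addition, reports the NADH left after a 5 min room-temperature reaction of 2 nM human LDH5 with 0.06 mM NADH and 0.2 mM pyruvate.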
* marks the source's active call; other numbers are inactive results; ? = inconclusive; [ ] = remark or other dose. Unless noted, on the % scale 0 is the no-effect control and ±100 the full control effect. Some of the compounds tested. The share of hits here may be higher or lower than overall.

The line under a structure holds: ALOX12 inh	LDHA block
- Cc1cccc(C)c1NC(=O)C(C)n1nc(-c2ccccc2)ccc1=O (stereo unspecified)
  ?	3.7
- CCOC(=O)c1sc2cccc(F)c2c1S(=O)(=O)Nc1cc(OC)ccc1OC
  -4.1%	0.3
- COc1ccc(C2CC(c3ccccc3NS(=O)(=O)c3ccccc3)=NN2C(C)=O)cc1 (stereo unspecified)
  -8.3%	-11.4
- CCCNC(=O)C1(C)CCN(C(=O)c2ccc(OC(F)F)cc2)C1 (stereo unspecified)
  10.0%	-8.8
- C=CCSCC(=O)NCC1(c2cccc(Cl)c2)CCOCC1
  -41.4%	11.3
- CCS(=O)(=O)N1CCc2cc(C(=O)CSc3ccc(F)c(F)c3)ccc21
  -15.8%	-2.3
- Cc1cccc(C)c1NC(=O)CN(C)C(=O)COC(=O)c1cccnc1Nc1ccccc1F
  ?	6.0
- C/C(CC12CC3CC(CC(C3)C1)C2)=N\O
  -3.3%	0.6
- COc1ccc(C2CC(=O)Nc3c(-c4ccccc4)nsc32)cc1OC (stereo unspecified)
  30.2%[activator]	-11.8
- CC(C)N(C)c1ncnc2c1ncn2[C@H]1CN(Cc2cccnc2)C[C@@H](CO)O1
  2.0%	-17.1
- Cc1cc(C(=O)NCc2ccc(CN3CCCC3)cc2)sc1C
  ?	-3.4
- CC(C)c1ccccc1NC(=O)CSc1ncnc2ccccc12
  7.6%	4.4
- CSc1nc(N)c2c(n1)NC1=C(C(=O)CC(C)(C)C1)C2c1cccnc1 (stereo unspecified)
  -23.0%	2.1
- Cn1c(=O)c2c(ncn2CCCOc2ccc(C#N)cc2)n(C)c1=O
  ?	-5.8
- CC(=O)NC(c1ccccc1)c1nc(-c2cccc(C(F)(F)F)c2)cs1 (stereo unspecified)
  1.8%	0.9
- O=C(Nc1cc(I)ccc1C(F)(F)F)c1cc(Cl)ccc1Cl
  6.3%	4.7
- Cc1cc(C(=O)CN2CCN(Cc3ccc(C#N)cc3)CC2)c(C)n1Cc1cccs1
  ?	5.3
- O=C(Nc1ccncc1)c1cc(C2CCCCN2C(=O)CCCc2ccccc2)on1 (stereo unspecified)
  -0.6%	-1.4
- O=C(Nc1ccccc1-c1ccccc1)c1cc(Br)ccc1Cl
  1.4%	2.3
- Brc1ccc(-c2noc(C(c3ccccc3)c3ccccc3)n2)o1
  -26.8%	2.2
- CN(C)C(=O)c1c(NC(=O)c2ccccc2)sc2c1CCC(C(C)(C)C)C2 (stereo unspecified)
  11.7%	1.3
- CSc1ccccc1C(=O)Nc1cccc(F)c1
  4.8%	-3.5
- COc1ccccc1NC(=O)Cc1cnc(-n2cccc2)s1
  13.2%	7.7
- O=C(NC(c1ccc(F)cc1)c1ccc2ccccc2n1)C1CCN(Cc2ccc(Oc3ccccc3)cc2)CC1 (stereo unspecified)
  -26.7%	-2.9
- COc1ccc(-c2cc(C(=O)N3CCCCC3)c3cccc(C)c3n2)cc1
  ?	7.6
- CC(=O)N1CCc2cc(NC(=O)CCc3ncc(-c4ccccc4F)o3)ccc21
  8.4%	-18.1
- COC(=O)c1ccc2cc(F)cc(C)c2n1
  14.6%	-5.0
- C[C@H]1CN([C@@H](C)CO)S(=O)(=O)c2ccc(-c3ccc(C#N)cc3)cc2O[C@H]1CN(C)C(=O)CN(C)C
  7.9%	-13.9
- CN(Cc1ccsc1)C(=O)c1cccs1
  -5.0%	3.1
- O=C(Nc1ccccc1)Nc1c(NC2CCCCC2)c2ccccc2oc1=O
  ?	-1.1
- COC(=O)CCNC(=O)c1cc(-c2cccs2)nc2ccccc12
  -3.1%	13.1
- COc1ccc2oc(-c3ccc(C)cc3)cc(=O)c2c1
  -11.2%	-2.9
- CCOc1ccc(/C(O)=C2\C(=O)C(=O)N(Cc3cccnc3)C2c2ccc(C)cc2)cc1Cl (stereo unspecified)
  ?	0.3
- Cn1c(=O)c2c(ncn2CCC(=O)NC(C)(C)C)n(C)c1=O
  38.3%[activator]	1.9
- CC(=O)N1CCOCC1c1cc(C(=O)Nc2ccccc2)no1 (stereo unspecified)
  12.9%	-13.9
- CCN(C)c1cccc(NC(=O)c2ccc3ccccc3n2)c1
  -2.7%	9.2
- NCCCC(N)(C(=O)O)c1ccccc1 (stereo unspecified)
  ?	2.2
- CNC(=O)NC(=O)CCN(C)c1ccccc1
  8.6%	-1.4
- Cn1c(=O)c2sc3c(c2n(C)c1=O)COC(C)(C)C3
  5.9%	0.2
- COc1ccc(NC(=O)c2cccc3ccccc23)c2cccnc12
  3.9%	3.6
- COc1ccc2c(CNc3ccc(C)cc3C)cc(=O)oc2c1
  2.8%	-0.3
- COc1ccc(-c2noc(CNC(=O)COc3cccc(C)c3C)n2)cc1OC
  19.2%	2.3
- N#Cc1c(N)nc2c(c1-c1cccc(F)c1)CCCC2
  2.3%	-4.5
- CNC(=O)c1cc(SC)ccc1C
  -22.1%	5.8
- CC(C)c1ccc(CN(C)C(C)C(=O)NCc2cccs2)cc1 (stereo unspecified)
  -16.7%	7.3
- Cn1nc(C(=O)NC2CCCC2)c(Cl)c1C(F)(F)F
  -5.0%	-4.2
- COc1ccccc1Cc1c(-c2ccc(C#N)cc2)nc2ccc(C)cn12
  ?	2.8
- CSc1ccccc1C(=O)NCc1coc(-c2cccs2)n1
  ?	6.2
- COc1ccc(OC)c(C2CCCN2C(=O)CSc2nnnn2C2CCCCC2)c1 (stereo unspecified)
  -3.9%	10.8
- Cc1c(C(=O)O)cccc1-c1ccc(C=C(C#N)C#N)o1
  ?	11.5
- CCOc1ccc2oc(=O)cc(CN(C)Cc3ccccc3)c2c1
  -9.2%	-0.4
- COc1cccc(NC(=O)C2(C)CCN2Cc2ccc3ccccc3c2)c1 (stereo unspecified)
  13.9%	0.8
- COc1ccc(Cl)cc1NC(=O)[C@H]1C[C@@H]2CCCN2[C@]12C(=O)Nc1ccc(Cl)cc12
  -42.9%	1.9
- CCOC(=O)c1cnc2c(Cl)cccc2c1Nc1ccc(OC)cc1
  -10.6%	7.7
- CCN(CC)C(=O)CSC1=C(C#N)C(c2ccco2)C(C(=O)Nc2ccc(F)cc2)=C(C)N1 (stereo unspecified)
  ?	1.0
- COC(=O)[C@@]1(C(C)C)N=C(c2cc(OC)c(OC)c(OC)c2)[C@]2(O1)C(=O)N(C)c1ccccc12
  ?	-0.1
- CC(C)(C)C(=O)/C=c1/[nH]c(=O)/c(=C/c2c(F)cccc2F)s1
  10.6%	-5.7
- COc1ccc(-c2nc(C)c(C(=O)N3CCN(C(C#N)c4ccc(F)cc4)CC3)s2)cc1OC (stereo unspecified)
  -13.3%	-6.1
- C=CCOc1cccc(NC(=O)c2ccccc2Br)c1
  -16.8%	-12.2
- CC1=C(C(=O)N2CCOCC2)CC(CC(=O)NC2CC2)C(=O)N1CCC1=CCCCC1 (stereo unspecified)
  13.4%	-6.5

An excerpt from above in order of their number in LDHA block, falling.
The line under a structure holds: ALOX12 inh	LDHA block
- Cc1c(C(=O)O)cccc1-c1ccc(C=C(C#N)C#N)o1
  ?	11.5
- COc1cccc(NC(=O)C2(C)CCN2Cc2ccc3ccccc3c2)c1 (stereo unspecified)
  13.9%	0.8
- C=CCOc1cccc(NC(=O)c2ccccc2Br)c1
  -16.8%	-12.2

Other compounds
The line under a structure holds: ALOX12 inh	LDHA block
- CC(=O)Nc1ccc(NC(=O)C2(C)Cc3c(-c4ccc(NC(C)=O)cc4)ccnc3O2)cc1 (stereo unspecified)
  8.7%	-3.3
- COC(=O)C1C(=O)CC(C)(O)C(C(=O)OC)C1c1ccccc1 (stereo unspecified)
  1.6%	1.1
- CCOc1ccccc1NS(=O)(=O)c1c(C(=O)OC)sc2ccccc12
  ?	8.5
- COCC(=O)NNC(=S)NCC(C)C
  0.5%	5.0
- CCCCNC(=O)c1cccc(NC(=O)c2ccncc2)c1
  -17.6%	-3.0
- O=C(O)/C=C/c1ccc(Cl)cc1
  -1.9%	3.1
- O=C(Nc1ccc2c(c1)OCCO2)C(c1ccncc1)n1c(=O)c(-c2cc3ccccc3[nH]2)nc2ccccc21 (stereo unspecified)
  -26.3%	3.9
- COc1ccc(-c2cc(C(=O)Nc3nnc(C)s3)no2)cc1
  37.9%[activator]	-17.4
- CCC(C)(C)C1CCC(NC(=S)Nc2cccc(Cl)c2Cl)CC1 (stereo unspecified)
  -0.4%	9.5
- CC(C)(C)C(=O)Nc1cccc(NC(=O)c2cc(Cl)ccc2F)c1
  35.1%	1.7
- O=C(Nc1ccc2oc(-c3cccnc3)nc2c1)c1cccc(Cl)c1
  ?	-1.0
- Cc1ccc(C)c(NC(=O)Cc2c[nH]c3ccccc23)c1
  ?	2.4
- Cc1c(C(=O)Nc2nnc(C(C)C)s2)nnn1-c1ccccc1
  -12.8%	3.0
- CN(Cc1ccccc1)S(=O)(=O)c1ccc(-c2nc(C#N)c(NCc3cccnc3)o2)cc1
  -14.8%	7.3
- COc1ccc(-c2nnc(CN3CCC(c4ccn[nH]4)CC3)o2)cc1
  23.1%	-2.1
- CCCSC1=C(C#N)C(c2ccc(C)cc2)CC(=O)N1 (stereo unspecified)
  ?	3.8
- CN(C)C1(CNC(=O)Cc2cccs2)CCCCC1
  8.9%	2.4
- CCN(C(=O)Cn1cc(C(=O)OC)c2ccccc21)c1ccccc1
  -27.0%	8.5
- CCN(Cc1cc2cc(C)ccc2[nH]c1=O)C(=O)c1ccc(C)cc1
  ?	1.2
- CCCCOC(=O)COc1ccc2c(=O)c(Oc3cc(C)cc(C)c3)coc2c1
  -9.3%	-5.8
- CC(NS(C)(=O)=O)C(=O)O (stereo unspecified)
  9.4%	-1.4
- O=C(NCCN1CCC(n2c(=O)[nH]c3ccccc32)CC1)c1cccnc1Cl
  -1.8%	-0.6
- Cc1cccc(-c2nc3ccccc3s2)c1
  3.1%	1.0
- Cc1nnc(CSc2nnc(-c3ccc(Br)cc3)n2CCc2ccccc2)o1
  4.0%	-1.0
- CC(=O)c1ccccc1NC(=O)c1ccccc1Cc1ccccc1
  6.9%	-24.1
- N#C/C(=C/c1ccccc1)c1ccc(C(F)(F)F)cn1
  ?	-3.6
- CCCCNC(=S)N/N=C/C=C(/C)CCC=C(C)C
  ?	5.1
- COc1ccc2[nH]cc(C(C(=O)O)N3CCN(Cc4cccnc4)CC3)c2c1 (stereo unspecified)
  ?	14.5
- Cc1cc(S(=O)(=O)NCCO)ccc1F
  22.1%	1.0
- CC(NC(=O)C1CCOCC1)C(=O)O (stereo unspecified)
  ?	-3.9
- CSc1ccc(C2C3=C(CCCC3=O)OC3=C2C(=O)CCC3)cc1
  4.0%	7.3
- O=c1c2ccc(F)cc2ncn1Cc1coc(-c2cccs2)n1
  2.7%	-7.8
- COc1ccc(C(=O)N2CCN(c3oc(-c4cccs4)nc3C#N)CC2)cc1OC
  26.5%	-2.7
- O=S1(=O)N[C@H](Cc2ccccc2)COc2cccc(N3CCN(Cc4ccccc4F)CC3)c21
  ?	1.3
- CCn1nc(C(=O)Nc2ccccc2Oc2ccccc2)c2ccccc2c1=O
  25.4%	13.4
- CCCCCCOc1ccc(C(=O)OCC(=O)c2ccc(Cl)cc2)cc1
  22.8%	-2.1
- Cc1ccc(-n2ncc3c(NC4CCCCC4)ncnc32)c(C)c1
  -5.4%	6.8
- CCc1ccc(OCC(O)Cn2cnc3ccc(Cl)cc3c2=O)cc1 (stereo unspecified)
  47.7%[activator]	0.9
- Cc1ccc(S(=O)(=O)CCC(=O)OCC(=O)NC2CCC(C)CC2)cc1 (stereo unspecified)
  -13.5%	-9.4
- CSCCC(NS(=O)(=O)c1ccc2c(c1)oc(=O)n2C)C(=O)Nc1cc(C)cc(C)c1 (stereo unspecified)
  -20.9%	-3.7
- Cc1ccc(Sc2cc(C(=O)NC3CCC(C)CC3)c3ccccc3n2)cc1 (stereo unspecified)
  -1.1%	6.7
- CCCCc1c(C)c2ccc(OC)c(/C(C)=N/O)c2oc1=O
  ?	1.4
- Cc1cccnc1-n1c(C)c(C)c2c1ncn1nc(CSc3nc4ccccc4o3)nc21
  3.4%	9.6
- Cn1c(=O)c2c(ncn2CCC(=O)Nc2ccc(Cl)cc2)n(C)c1=O
  3.3%	0.2
- Cc1cc(N2CCCCCC2)n2nc(Cc3ccc(Cl)cc3)nc2n1
  8.0%	3.4
- COc1ccccc1N1CCN(C(=O)COCC(=O)NCc2ccc(F)cc2)CC1
  0.5%	-5.0
- CCN(CC)S(=O)(=O)c1ccc([N+](=O)[O-])cc1
  -63.6%	-0.6
- CCCN(C)C[C@@H]1OCCCC[C@@H](C)Oc2ccc(NS(=O)(=O)c3ccc(OC)cc3)cc2C(=O)N([C@H](C)CO)C[C@@H]1C
  ?	-3.4
- COc1ccc(CC(=O)Nc2ccc(O)c(-c3nc4ccccc4o3)c2)cc1
  7.0%	-7.8
- Cc1cc2oc(C(=O)NCC(c3ccco3)N3CCCCC3)cc(=O)c2cc1C (stereo unspecified)
  ?	-22.2
- CCOc1ccc(CCN2C(=S)N([C@@H](Cc3ccccc3)CN3CCC[C@@H]3CN3C(=S)NC[C@@H]3Cc3ccc(O)cc3)C[C@@H]2CC(C)C)cc1
  ?	-12.9
- CCOc1ccc(NC(=O)C2CCN(c3ccc(C#N)cn3)CC2)cc1
  ?	-6.5
- CC1CCc2c(sc3ncnc(SCC(=O)N(C)C)c23)C1 (stereo unspecified)
  -11.1%	13.5
- CC(C)Oc1cccc(C2CC(=O)Nc3nc(N)sc32)c1 (stereo unspecified)
  ?	96.5

Assay outcomes from PubChem BioAssay.
